Bioassay records (PubChem BioAssay)
NCI-60 one-dose screen, 48 h, at 10 µM unless noted. Numbers give growth in % (100 = growth as untreated, 0 = no growth, -100 = all killed).
HCC-2998 – HCC-2998 colon cancer. actives 4.7% (n = 79,000)
KM12 – KM12 colon cancer cells. actives 5% (n = 82,000)
SW-620 – SW-620 colon cancer | actives 5.2% (n = 82,000) | AID 1794795
SF-539 – SF-539 CNS cancer. actives 6.8% (n = 81,000)
SNB-75 – SNB-75 CNS cancer; AID 1794750; actives 5% (n = 79,000)
PC-3 – PC-3 prostate cancer cells; actives 3.9% (n = 80,000)
SNB-19 – SNB-19 CNS cancer cells; actives 2.5% (n = 81,000); AID 1794751
DU-145 – DU-145 prostate cancer | actives 4.2% (n = 81,000) | AID 1794760
HT29 – HT29 colon cancer; actives 7.4% (n = 81,000)
Starred values were filed as active, the others as inactive; / = no result given; & = joins results of further samples. Rule for the calls: active = growth percent below 10; inactive = the rest. This is a subset; the hit share may differ from the screen's.

molecule	HCC-2998	KM12	SW-620	SF-539	SNB-75	PC-3	SNB-19	DU-145	HT29
O=C1CC(=O)N(Cc2ccccc2)C(=O)N1Cc1ccccc1	107	110	109	116	93	101	105	127	105
O=C(CC1(O)C(=O)N(Cc2ccccc2)c2ccc(Br)cc21)c1ccc(C(=O)NCC2CCC3(CC2)OOC2(CCCCC2)OO3)cc1 (centres undefined)	102	-57*	-16*	-85*	15	-36*	56	-99*	-66*
CCCc1cc(O)c2c3c(c(=O)oc2c1)CN(C)CC3	54	36	13	32	-8.4*	/	44	43	11
Oc1ccc(Cl)cc1Cc1ccccc1	102	104	103	95	84	95	106	105	98
Oc1ccc(Cc2ccc(O)cc2)cc1	/	114	105	104	90	99	112	117	105
O=P(Oc1ccccc1)(Oc1ccccc1)Oc1ccccc1-c1ccccc1	/	98	93	101	82	84	94	112	101
O=C(N/N=C\c1ccc(N(CCCl)CCCl)cc1)c1ccccn1	110	80	86	94	108	76	100	88	118
CC(C)[C@@]12CC[C@@H]3[C@@]4(C)CCC[C@@](C)(C(=O)N5CCN(C)CC5)[C@@H]4C[C@H]4O[C@@]34[C@@H](OO1)O2	98	97	105	86	58	76	89	93	33
CC(Cc1ccccc1)NCC(=O)c1ccc(O)c(O)c1 (centres undefined)	112	91	107	72	75	92	102	96	95
c1ccc(N2C3C4CC(C5CCCC54)C32)cc1 (centres undefined)	104	110	105	99	90	96	111	112	113
CN(C)c1ccc([N+](=O)[O-])c([N+](=O)[O-])c1	107&97	112&109	111&101	104&128	86&93	100&105	102&106	113&103	102&109
O=S1(=O)CCCCO1	94	105	111	104	94	99	95	110	97
CCCCCCCCC(CO)NCCc1ccccc1 (centres undefined)	111	100	96	115	108	74	102	102	74
CCOC(=O)P(=O)(OCC)OCC	106	113	106	106	115	93	98	115	102
CNC(=O)C(Cl)Cl	100	106	103	94	99	92	103	115	103
Cc1ccc(N2CCN(C(C)C#N)CC2)cc1 (centres undefined)	99	99	104	95	/	94	93	109	101
O=S(=O)(F)c1ccc(Cl)cc1	83	104	100	100	93	91	101	130	106
O=C(c1ccc[nH]1)C(Cl)(Cl)Cl	92	104	115	100	66	108	106	107	112
CCOC(=O)C(Cc1ccc(N(CCCl)CCCl)cc1)NC(=O)C(CC(C)C)NC(C)=O (centres undefined)	51	72	9.2*	13	42	61	58	14	8.7*
C=CCCCCCCCCC(=O)[O-].C=CCCCCCCCCC(=O)[O-].[Zn+2]	107	94	102	98	103	86	100	114	105
CC(C)(C)C1(CCO)C(=O)NC(=S)NC1=O	102	106	112	109	113	90	114	114	124
Cc1ccc(C(=O)C2C(c3ccccc3)N2C2CCCCC2)cc1 (centres undefined)	113&114	100&111	95&106	103&100	89&98	83&98	94&105	111&105	85&111
CC(=O)OC1CCC2C3CCC4=C/C(=N/OC(=O)c5ccc(N(CCCl)CCCl)cc5)CCC4(C)C3CC(C)C12 (centres undefined)	99	74	83	76	70	77	63	80	47
C[C@H](Oc1cc(Cl)c(Cl)cc1Cl)C(=O)O	98	96	101	102	91	89	104	101	104
CC12CCC3C(C=CC4=C(N)C(=O)CCC43C)C1CCC2=O (centres undefined)	96	40	15	83	94	47	103	62	51

Ordered by count of non-hydrogen atoms (high to low): some entries from above.
molecule	HCC-2998	KM12	SW-620	SF-539	SNB-75	PC-3	SNB-19	DU-145	HT29
O=P(Oc1ccccc1)(Oc1ccccc1)Oc1ccccc1-c1ccccc1	/	98	93	101	82	84	94	112	101
CC(Cc1ccccc1)NCC(=O)c1ccc(O)c(O)c1 (centres undefined)	112	91	107	72	75	92	102	96	95
CCCc1cc(O)c2c3c(c(=O)oc2c1)CN(C)CC3	54	36	13	32	-8.4*	/	44	43	11
C[C@H](Oc1cc(Cl)c(Cl)cc1Cl)C(=O)O	98	96	101	102	91	89	104	101	104
O=S1(=O)CCCCO1	94	105	111	104	94	99	95	110	97

Carrying on.
molecule	HCC-2998	KM12	SW-620	SF-539	SNB-75	PC-3	SNB-19	DU-145	HT29
Cn1cnc([N+](=O)[O-])c1[Se]c1nc(N)nc2nc[nH]c12	115	109	89	110	101	95	104	59	108
CCOC(=O)C1C2c3ccccc3C(c3ccccc32)C1C(=O)OCC (centres undefined)	105&100	104&103	87&103	97&103	81&94	77&99	100&103	108&114	98&98
CC12C=CC(=O)C=C1CC(O)C1C2CCC2(C)C1CCC2(C)O (centres undefined)	106	102	101	92	97	/	110	116	109
O=C(N/N=C\c1ccc(N(CCCl)CCCl)cc1Cl)c1cccnc1	77	102	79	95	87	93	89	94	/
COc1ccc(C(=O)N2CCCC2=O)cc1	102	104	105	109	108	101	133	113	96
CC1=CC(=Nc2ccc(N(CCCl)CCCl)cc2)C=C(C)C1=O	56	60	3.1*	4.4*	25	42	38	-39*	11
N#CC1(C#N)C(c2ccc(N(CCCl)CCCl)cc2)OC23CCCCC2C1(C#N)C(=N)O3 (centres undefined)	95	100	89	85	63	75	84	56	106
CCCCS(=O)(=O)Cl	124	114	112	99	93	90	110	113	113
CCOC(=O)Cc1ccccc1	115	122	118	89	98	85	109	100	97
C[N+](C)(C)CC(=O)O	109&112	102&105	101&107	101&97	87&98	99&103	106&105	103&118	108&115
CCCCn1c(=O)c(C(=O)NCc2ccccc2Cl)c(O)c2ccccc21	93	84	79	97	98	34	83	85	76
O=C(CCl)c1ccccc1	114	112	97	104	89	100	102	112	107
CCCC(C)COC(=O)Cc1ccccc1 (centres undefined)	98	105	107	105	105	95	107	108	103
COc1ccc(/C(C)=C(\c2ccc(OCCN3CCOCC3)cc2)c2ccc(OC(=O)Cc3ccccc3)cc2)cc1	102	103	111	112	121	95	111	102	92
CCN(CC)c1ccc(C=C2C(=O)NC(=S)NC2=O)cc1	97	97	78	97	76	/	89	99	92
CNC(Cc1ccc(OC)cc1)c1ccc(OC)cc1 (centres undefined)	94	95	96	101	88	89	99	108	93
CCOC(=O)[C@@H](C)C[C@H](Cc1ccccc1)NC(=O)c1csc([C@@H](C[C@H](C(C)C)N(C)C(=O)[C@H](CC)NC(=O)[C@H]2CCCCN2C)OC(C)=O)n1	3.9*	4.8*	30	-9.3*	25	24	20	5.2*	4.7*
ClC(OCC(Cl)(Cl)Cl)C(Cl)(Cl)Cl (centres undefined)	105	112	101	99	86	103	98	115	109
CC1(C)C=Cc2c(ccc3c2[N+]([O-])=C2C3=C[C@@]34NC(=O)[C@]5(CCCN5C3=O)C[C@@H]4C2(C)C)O1	78	47	13	51	62	45	51	43	25
CC1COC(=O)C1 (centres undefined)	99	100	98	96	82	102	105	104	98
N#CC1(c2ccccc2)CCCC1	106	120	118	101	89	95	103	120	110
Cc1ccc(S(=O)(=O)F)c(Cl)c1	123	105	104	97	85	98	101	111	100
CCCCCn1c(C(=O)c2cccc3ccccc23)nc2ccccc21	104	96	96	105	87	92	104	113	90
CN(C)P(=O)(OCCOc1ccc(Cl)cc1Cl)N(C)C	109	108	107	102	79	92	97	120	92
Nc1c([N+](=O)[O-])cccc1[N+](=O)[O-]	107	108	105	107	107	97	108	106	107
CNC(Cc1ccc(OC)cc1)c1ccccc1 (centres undefined)	106	99	96	97	80	88	99	105	99
CCOP(=O)(OCC)/C(C#N)=C/c1ccc(Cl)cc1	89	101	93	99	70	101	108	101	106
O=C(C(=O)N1CCOCC1)c1cn(Cc2ccc(Cn3cc(C(=O)C(=O)N4CCOCC4)c4ccccc43)cc2)c2ccccc12	105	91	90	97	39	72	83	105	85
O=[N+]([O-])c1cc([N+](=O)[O-])c(Cl)c(Cl)c1Cl	79	37	/	12	60	57	73	-27*	-85*
N#CC1=C(N)Oc2c(ccc3ccccc23)C1c1ccco1 (centres undefined)	105	100	101	95	62	93	99	104	101
CC(=O)OCC1O[C@@H]([S-])C(OC(C)=O)[C@H](OC(C)=O)[C@@H]1OC(C)=O.[Au+].c1ccc(CN2[CH-]N(Cc3ccccc3)C(c3ccccc3)=C2c2ccccc2)cc1	-57*	60	9.0*	71	41	39	37	68	50
C#CCSc1nc2ccccc2c(=O)n1-c1ccc(OC)cc1	105	95	103	91	77	99	101	99	101
CCCC1CCCCC12C(=O)NC(=O)NC2=O (centres undefined)	97&103	107&98	106&95	111&97	87&100	101&104	110&96	109&104	94&97
CCC(C)C1(CC)C(=O)NC(=O)N(C)C1=O (centres undefined)	95	103	107	95	78	102	111	105	92
O=c1[nH]c2cc(Cl)ccc2n1C1CCN(CCCC(c2ccc(F)cc2)c2ccc(F)cc2)CC1	-63*	-95*	-81*	15	61	7.8*	74	-0.5*	-37*
CCOC(=O)CCOc1cccc(N(CCCl)CCCl)c1	104	102	96	100	98	90	93	104	98
COc1ccc2c(c1)Oc1nc(N)c(C#N)c(N)c1C2c1cc(OC)c(OC)c(OC)c1 (centres undefined)	/	113	111	94	88	96	99	122	110
COc1ccc(OC(=O)N(C)C)cc1	92	101	102	100	92	97	98	112	104
CN1C(=O)CN=C(c2ccccc2)c2sccc21	107	105	106	93	/	102	91	112	97
COCCOP(=O)(N1CC1)N1CC1	97	104	105	96	/	86	93	109	104
O=C(CBr)Nc1ccc(Cl)cc1	112	102	9.3*	105	102	93	89	105	4.4*
C=CCN=C([Se])NC(=O)c1ccc2c(c1)OCO2	92	41	111	67	26	40	39	101	96
COC(=O)c1cc([N+](=O)[O-])cc([N+](=O)[O-])c1	102	101	108	101	93	98	108	104	114
CC(C)=CC(=O)CC(C)(C)N1CC1	102	104	112	101	109	97	116	109	113
CCC(=O)c1ccc(OC)cc1	105	97	97	106	86	96	/	106	107
C=CCNC(Cc1ccccc1)c1ccccc1 (centres undefined)	109	100	111	89	94	89	106	108	95
c1c[se]c(-c2nc3ccccc3[nH]2)c1	83	111	103	104	98	99	103	124	100
[Au+].[N-]=C=O.c1ccc(CN2[CH-]N(Cc3ccccc3)C(c3ccccc3)=C2c2ccccc2)cc1	80	90	90	110	79	84	59	86	88
CN(CCC#N)c1ccc(C=C(C#N)C#N)cc1	113	106	119	105	115	93	92	107	99
CNCC(O)c1ccc(O)cc1 (centres undefined)	96&102	102&110	110&102	98&111	77&88	104&85	109	115&116	107&102

Next compounds
molecule	HCC-2998	KM12	SW-620	SF-539	SNB-75	PC-3	SNB-19	DU-145	HT29
CCCCCCCOC(C(=O)OCCN(CC)CC)(c1ccccc1)c1ccccc1	89	78	77	97	86	61	94	87	31
CCN(CC)CC(=O)c1ccc(O)c(O)c1	98	109	106	94	90	95	106	105	102
CCCC/C(=N\OC(=O)N(C)C)c1ccccc1	103	107	109	98	119	91	93	119	108
Cc1cc2c(cc1-c1nc(/C=C/C(=O)O)ccc1C)C(C)(C)CCC2(C)C	117	90	108	82	104	88	94	100	96
